# GSK3A inh: inhibitors of human GSK-3 alpha kinase; P49840; 320,000 compounds, 0.1% hits; ADP-Glo luminescence, 60 min; inhibition, % at 10 µM;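 in the data active = inhibition above about 50%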;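 note: GST-tagged GSK-3 alpha with peptide substrate and 25 µM ATP; 0% = DMSO neutral wells and 100% = GW8510 positive control wells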
# Target sequence (P49840 whole entry, looked up): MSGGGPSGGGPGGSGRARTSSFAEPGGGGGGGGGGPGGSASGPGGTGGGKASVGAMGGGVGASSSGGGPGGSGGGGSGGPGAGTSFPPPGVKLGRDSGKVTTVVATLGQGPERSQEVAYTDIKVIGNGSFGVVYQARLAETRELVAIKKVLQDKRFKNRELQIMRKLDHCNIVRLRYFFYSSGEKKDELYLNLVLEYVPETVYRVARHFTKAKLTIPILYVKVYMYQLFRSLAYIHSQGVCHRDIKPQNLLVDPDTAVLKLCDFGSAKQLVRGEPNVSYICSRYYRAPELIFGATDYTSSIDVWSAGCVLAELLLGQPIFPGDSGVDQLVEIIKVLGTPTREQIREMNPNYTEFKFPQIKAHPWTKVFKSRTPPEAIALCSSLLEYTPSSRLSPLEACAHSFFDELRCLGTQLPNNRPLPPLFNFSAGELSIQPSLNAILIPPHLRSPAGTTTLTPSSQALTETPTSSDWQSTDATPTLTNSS
# GSK3B inh: human GSK3beta kinase inhibition. GST-GSK3beta kinase, ADP-Glo luminescence, 60 min; active compounds read low. P49841. 300,000 compounds, 0.038% hits. AID 2097. activity score (negative = inhibition), % at 10 µM;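 active = more than half of replicate wells score below -50%, meaning over 50% inhibition versus plate controls; inconclusive = some replicates but at most half score below -50%; inactive = no replicate scores below -50%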;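 note: 0% = median DMSO wells and -100% = median GW8510 positive control wells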
# Target sequence (P49841 whole entry, looked up): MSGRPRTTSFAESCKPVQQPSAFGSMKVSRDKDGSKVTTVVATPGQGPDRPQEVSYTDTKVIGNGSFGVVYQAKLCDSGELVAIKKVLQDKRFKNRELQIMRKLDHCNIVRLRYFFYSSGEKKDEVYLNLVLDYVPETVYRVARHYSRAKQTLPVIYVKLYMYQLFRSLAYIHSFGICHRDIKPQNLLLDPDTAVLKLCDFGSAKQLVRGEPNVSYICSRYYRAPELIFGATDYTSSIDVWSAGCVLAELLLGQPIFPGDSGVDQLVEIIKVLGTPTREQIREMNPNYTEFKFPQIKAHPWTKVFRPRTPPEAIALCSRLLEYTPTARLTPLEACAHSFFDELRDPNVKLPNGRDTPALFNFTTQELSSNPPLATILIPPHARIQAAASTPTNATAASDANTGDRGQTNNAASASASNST
#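 Test system: GST-tagged human GSK3beta kinase, cell-free; evaluation: activity score scaled between in-plate DMSO and GW8510 controls; measured by: ADP-Glo luminescence; incubation: 60 min reaction, RT; benchmarks: DMSO and 20 µM GW8510; reagent: peptide substrate plus 25 µM ATP (final); medium: Tris/MgCl2 kinase buffer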
# Dyrk1A ADPGlo: Dyrk1A (rat) kinase inhibition; Q63470; ADP-Glo luminescence, NFATc1 peptide; inhibition, % at 12.5 µM; 310,000 compounds, 0.43% hits; AID 504441; in the data active = inhibition above about 50%;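 note: plate controls were vehicle with enzyme for no effect and no enzyme for full effect; many of its hits are not listed in these tables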
# KLF5 inh: kruppel-like factor 5 inhibition; DLD-1 KLF5 promoter-luciferase reporter, luminescence; inhibition, % at 5 µM; 290,000 compounds, 0.23% hits; AID 1700;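 active = inhibition above a per-plate limit of that plate's mean compound inhibition plus 3 SD, cut at about 60% in these data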;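 note: 0% = DMSO wells and 100% = LY294002 at 200 µM; higher means less KLF5 promoter-driven luciferase light; inactives centre near -14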
# Platelet DG rel: modulates dense granule release in human platelets; human platelet-rich plasma, SFLLRN dense granule ATP release, luminescence; inhibition, %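 (compounds screened at 7.5 µM in platelet-rich plasma)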; 300,000 compounds, 0.22% hits; AID 1663;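 active = mean replicate score, as percent of positive control, at or above 50; inconclusive = mean below 50 but at least one replicate at or above 50; inactive = mean and every replicate below 50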
# aSyn 5UTR inh: 5' untranslated region of α-synuclein, MLPCN primary screen; alpha-synuclein 5'UTR reporter, inhibitor activity; inhibition, % (tested at 7.5 µM); 300,000 compounds, 0.82% hits; in the data active = inhibition above about 60%; inconclusive = no clear call, values can overlap the other calls;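 note: H4 neuroglioblastoma cells stably carrying SNCA 5'UTR luciferase fusion; 0% = DMSO wells and 100% = positive control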
# IEC-6 cytotox: kills IEC-6 intestinal cells in KLF5 counter-screen; IEC-6 cytotoxicity, luminescence viability; inhibition, % at 5 µM; 290,000 compounds, 0.78% hits; AID 1825; in the data active = inhibition above about 22%;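 note: 0% = plate median of test compound wells and 100% = cytotoxic reference compound wells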
# HSF1 inh: HSF1 inhibition; 300,000 compounds, 0.77% hits; NIH3T3-HGL HSE-luciferase, MG132-induced, luminescence 8 h; active compounds read low; activity change, negative = inhibition, % at 7.5 µM (by protocol); AID 2098;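 active = more than half of replicate wells show activity change below -50%, luminescence cut by over half; inconclusive = some wells, but at most half, below -50%; inactive = no replicate well below -50%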;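 note: luciferase reports HSF-1 transcriptional activity via heat shock element; 0% = median of DMSO wells and -100% = zero luminescence signal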
# HSP90 refold inh: inhibitors of HSP90 luciferase refolding in rabbit reticulocyte lysate. luciferase refolding luminescence, 3 h. inhibition, % at 5.6 µM. 290,000 compounds, 0.91% hits;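 active = inhibition above the screen-wide mean plus 3 SD, computed separately per campaign, cut at about 16% in these data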;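 note: 0% = DMSO wells and 100% = 60 µM geldanamycin wells; inhibitors lower the luminescence because luciferase stays unfolded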
# HSF-1 act: increases HSF-1 driven luciferase reporter signal; NIH3T3-HGL HSF-1 luciferase reporter, MG132, 8 h; 100% = twice DMSO control signal; AID 504408; activation, % at 9 µM; 300,000 compounds, 1.7% hits;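 active = mean replicate activation of at least 50% with a set share of replicates each reaching 50%; inconclusive = only one of those two conditions met; inactive = mean below 50% and too few replicates reaching it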;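 note: 0% = median of the neutral control wells and 100% = twice that signal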
# * marks the source's active call; other numbers are inactive results; ? = inconclusive; · = no result given.
# Value order: GSK3A inh	GSK3B inh	Dyrk1A ADPGlo	KLF5 inh	Platelet DG rel	aSyn 5UTR inh	IEC-6 cytotox	HSF1 inh	HSP90 refold inh	HSF-1 act
CC(=O)C1=C(O)C(=O)N(c2ccc(Br)cc2)C1c1ccccc1[N+](=O)[O-] (stereo unspecified)
  1	1	4	-38	-3	-16	5	5	-3	-2
CC(C)(C)c1ccc(C(=O)NC(=S)N2CCOCC2)cc1
  1	0	0	-125	-4	-102	3	12	5	26
O=C(CCc1nc(-c2ccccc2F)no1)NC1CCCCC1
  -4	1	4	1	1	19	-7	-5	0	23
Cc1ccc(-c2cn3cccnc3n2)cc1NC(=O)c1cccs1
  2	-1	-6	-18	-4	-18	7	-3	-2	1
O=C(Nc1ccc(Cl)cc1)N1CCSC1=NCc1ccccc1
  -4	-1	3	-35	-9	-24	-12	2	-6	11
CCc1nnc(NC(=O)CN2CCN(Cc3cccc(Cl)c3)CC2)s1
  -2	2	0	7	1	20	4	3	2	6
C=CCOc1ccc(/C=C/C(=O)OCC(=O)NCCc2ccccc2)cc1
  -2	5	-1	·	5	8	·	0	·	3
COc1ccc(C(=O)Nc2ccc3oc(-c4cccc(Cl)c4)cc(=O)c3c2O)cc1
  1	-6	-9	·	-2	-4	·	1	·	3
COC(=O)[C@H](CC(C)C)NC(=O)N1CCC(C)CC1
  0	4	-4	-7	-4	-3	2	1	-2	-6
CCSC1(SCC)N=C(N)C2(C#N)C(c3ccccc3)NC(C)=CC12C#N (stereo unspecified)
  0	2	15	-6	4	12	-3	-13	0	-28
O=C(Nc1c(C(=O)N2CCOCC2)cnn1-c1ccccc1)c1cccc(F)c1
  -1	0	-5	-12	-2	13	0	-3	2	5
CCc1ccc(NC(=O)C2CC=CCC2C(=O)O)cc1 (stereo unspecified)
  -3	-1	7	-14	-1	-31	2	-19	-3	-23
CC(C)c1nc(SCC(=O)Nc2ccc(N3CCOCC3)cc2)c2ccccc2n1
  -3	-1	-3	-31	0	-33	3	16	3	19
CCOC(=O)c1ccc(NC(=O)CSc2nnnn2C2CCCCC2)cc1
  1	-3	-14	5	-4	-1	8	-2	-1	-12
CC1CCN(CCc2nc3cc(NS(=O)(=O)c4ccc(F)cc4)ccc3n2C)CC1
  -1	3	4	-31	-1	14	-4	26	1	20
CN1CCN(CC(=O)Nc2cc(N(C)C)nc3ccccc23)CC1
  -2	-1	3	-32	-2	-21	-2	-4	3	29
Cc1cc2nnc(SCC(=O)N3C(C)CCCC3C)n2c(N)n1 (stereo unspecified)
  -2	0	11	-8	-2	-1	-6	3	0	1
COc1c(C(CC(C)C)OC(C)=O)ccc2c1C(=O)OCc1cc(C)cc(O)c1O2 (stereo unspecified)
  -1	-2	11	·	-11	-19	·	6	·	21
O=[N+]([O-])c1cccc(-c2ccc(/C=N/NC(=S)Nc3ccccc3)o2)c1
  ·	0	-9	-23	1	-22	0	8	-2	18
O=C(O)c1c(NC(=O)N2CCCC2)sc2c1CCCC2
  -3	2	0	2	3	-10	2	-16	0	-17
CC1(C)CC(=O)C2=C(C1)NCN(CCCN1CCOCC1)C2
  2	3	1	·	-4	4	·	2	·	-4
COC(=O)c1nc2cc3c(cc2c(C)c1C(=O)OC)OCO3
  -1	-2	-4	-17	-18	18	0	3	0	-4
COc1cccc(CNC(=O)c2ccc(NC3=NC4CS(=O)(=O)CC4S3)cc2)c1 (stereo unspecified)
  0	4	-2	-43	-1	22	-3	-4	-5	2
COc1cccc(NS(=O)(=O)NC(=O)c2cn(C)c3ccccc23)c1
  0	-2	3	-36	6	-69	-4	4	-4	15
Cc1ccc(CN2CCN(Cc3cn(C(C)C)c4ccccc34)CC2CCO)o1 (stereo unspecified)
  0	-4	-19	-91	-28	-1	-4	-8	4	0
C/C(CC(=O)Nc1ccc(C)c(Cl)c1)=N\NC(=O)Cc1ccccc1
  0	-1	4	-8	0	-31	-2	21	-4	?
COC(=O)C1CSC(C(=O)OC)N1C(=O)CN1CCN(c2ccc(OC)cc2)CC1 (stereo unspecified)
  -5	6	-6	8	13	-26	0	1	2	5
O=C(CN(c1ccc(F)cc1)S(=O)(=O)c1ccccc1)NCc1ccco1
  -1	1	-1	-18	7	4	-1	-8	-1	-16
CCOC(=O)N1CCN(C(=O)COC(=O)c2cc(Cl)c(O)c(Cl)c2)CC1
  -2	3	-2	-11	0	-22	-5	0	-1	-9
O=C(CC1SC(=O)N(c2ccccc2)C1=O)Nc1cccc2ccccc12 (stereo unspecified)
  -1	1	-15	12	7	-20	2	0	8	14

# Rewritten bar-delimited: part of the list above
SMILES | GSK3A inh | GSK3B inh | Dyrk1A ADPGlo | KLF5 inh | Platelet DG rel | aSyn 5UTR inh | IEC-6 cytotox | HSF1 inh | HSP90 refold inh | HSF-1 act
CN1CCN(CC(=O)Nc2cc(N(C)C)nc3ccccc23)CC1 | -2 | -1 | 3 | -32 | -2 | -21 | -2 | -4 | 3 | 29
Cc1cc2nnc(SCC(=O)N3C(C)CCCC3C)n2c(N)n1 (stereo unspecified) | -2 | 0 | 11 | -8 | -2 | -1 | -6 | 3 | 0 | 1
COc1c(C(CC(C)C)OC(C)=O)ccc2c1C(=O)OCc1cc(C)cc(O)c1O2 (stereo unspecified) | -1 | -2 | 11 | · | -11 | -19 | · | 6 | · | 21
O=[N+]([O-])c1cccc(-c2ccc(/C=N/NC(=S)Nc3ccccc3)o2)c1 | · | 0 | -9 | -23 | 1 | -22 | 0 | 8 | -2 | 18
O=C(O)c1c(NC(=O)N2CCCC2)sc2c1CCCC2 | -3 | 2 | 0 | 2 | 3 | -10 | 2 | -16 | 0 | -17
CC1(C)CC(=O)C2=C(C1)NCN(CCCN1CCOCC1)C2 | 2 | 3 | 1 | · | -4 | 4 | · | 2 | · | -4
COC(=O)c1nc2cc3c(cc2c(C)c1C(=O)OC)OCO3 | -1 | -2 | -4 | -17 | -18 | 18 | 0 | 3 | 0 | -4
COc1cccc(CNC(=O)c2ccc(NC3=NC4CS(=O)(=O)CC4S3)cc2)c1 (stereo unspecified) | 0 | 4 | -2 | -43 | -1 | 22 | -3 | -4 | -5 | 2
COc1cccc(NS(=O)(=O)NC(=O)c2cn(C)c3ccccc23)c1 | 0 | -2 | 3 | -36 | 6 | -69 | -4 | 4 | -4 | 15
Cc1ccc(CN2CCN(Cc3cn(C(C)C)c4ccccc34)CC2CCO)o1 (stereo unspecified) | 0 | -4 | -19 | -91 | -28 | -1 | -4 | -8 | 4 | 0
C/C(CC(=O)Nc1ccc(C)c(Cl)c1)=N\NC(=O)Cc1ccccc1 | 0 | -1 | 4 | -8 | 0 | -31 | -2 | 21 | -4 | ?
COC(=O)C1CSC(C(=O)OC)N1C(=O)CN1CCN(c2ccc(OC)cc2)CC1 (stereo unspecified) | -5 | 6 | -6 | 8 | 13 | -26 | 0 | 1 | 2 | 5
O=C(CN(c1ccc(F)cc1)S(=O)(=O)c1ccccc1)NCc1ccco1 | -1 | 1 | -1 | -18 | 7 | 4 | -1 | -8 | -1 | -16
CCOC(=O)N1CCN(C(=O)COC(=O)c2cc(Cl)c(O)c(Cl)c2)CC1 | -2 | 3 | -2 | -11 | 0 | -22 | -5 | 0 | -1 | -9
O=C(CC1SC(=O)N(c2ccccc2)C1=O)Nc1cccc2ccccc12 (stereo unspecified) | -1 | 1 | -15 | 12 | 7 | -20 | 2 | 0 | 8 | 14

# Next part
# Value order: GSK3A inh	GSK3B inh	Dyrk1A ADPGlo	KLF5 inh	Platelet DG rel	aSyn 5UTR inh	IEC-6 cytotox	HSF1 inh	HSP90 refold inh	HSF-1 act
O=Cc1ccccc1-c1cn(CCCOCc2ccccc2)nn1
  -1	1	2	4	1	-19	-5	5	-9	0
Cc1ccc(N2C(=O)c3ccccc3C2=O)cc1Cl
  -4	1	-2	5	-23	-3	0	2	-1	3
Cc1ccc2[nH]cc(CCNC(=O)c3ccc([N+](=O)[O-])cc3)c2c1
  -1	0	-46	-21	-1	10	2	-3	1	8
CCCn1c(=O)c2ccccc2n2c(SCCOc3ccc(Cl)cc3)nnc12
  -5	1	·	10	9	7	1	-1	5	1
Cc1ccc(S(N)(=O)=O)cc1NC(=O)/C=C/c1cccs1
  -2	1	1	-29	3	8	2	-3	3	14
O=C(NN1C(=O)c2ccccc2NC1c1ccco1)c1ccccc1 (stereo unspecified)
  -3	-3	-2	-39	-16	-59	2	5	-3	-1
O=C(CCc1nc2sc3c(c2c(=O)[nH]1)CCCC3)NCCc1ccc(F)cc1
  3	-2	0	5	3	4	3	9	3	16
N#Cc1nc(COc2cccc(Cl)c2)oc1NCCN1CCOCC1
  -2	1	·	3	-5	-5	-4	-13	-2	-30
CC(Cc1ccccc1)C(=O)N[C@@H](CO)Cc1ccccc1 (stereo partly specified)
  -2	0	4	-15	-5	-30	-2	-5	-3	-17
C=CCONC(=O)c1cc(OCC(F)(F)F)ccc1OCC(F)(F)F
  -3	1	-1	-8	-8	-4	1	9	-5	31
CC1CCCCN1S(=O)(=O)CCNC(=O)c1ccccc1 (stereo unspecified)
  -2	2	-3	·	25	9	·	5	·	-11
COc1cccc(NC(=S)Nc2ccc(Br)cc2Cl)c1
  1	-3	10	-14	-5	-93	4	-2	2	-8
Cc1ccc([N+](=O)[O-])cc1N=C(c1ccc([N+](=O)[O-])cc1)N1CCOCC1
  -1	-2	-4	-12	-7	12	-5	-8	3	-6
COC(=O)c1nn(-c2ccccc2)c(Sc2ccc(Cl)cc2)c1/C=N/O
  -1	1	8	11	1	-4	8	16	1	14
CCOc1ccccc1C(=O)Nc1ccc(S(=O)(=O)N2CCN(C)CC2)cc1
  -2	1	-4	-44	0	31	0	-1	-3	-10
C=CCOc1ccccc1CNc1ccccc1C
  -2	2	-1	-65	2	-31	2	-1	0	1
Cc1ccc(-c2cnc(SCCNC(=O)c3ccco3)[nH]2)cc1
  0	-1	10	·	-15	10	·	25	·	24
Cc1oc2ccc(OC(C(=O)O)c3ccccc3)cc2c1C(=O)O (stereo unspecified)
  -3	4	-2	-29	1	-2	2	-5	-1	-8
CCOc1ccc(NS(=O)(=O)c2ccc(C(=O)NCCCN3CCCC3=O)cc2)cc1
  0	-2	0	-20	32	-4	-1	4	-5	12

# 3 compounds out of the list, sorted by molar mass, high to low:
# Value order: GSK3A inh	GSK3B inh	Dyrk1A ADPGlo	KLF5 inh	Platelet DG rel	aSyn 5UTR inh	IEC-6 cytotox	HSF1 inh	HSP90 refold inh	HSF-1 act
COc1cccc(NC(=S)Nc2ccc(Br)cc2Cl)c1
  1	-3	10	-14	-5	-93	4	-2	2	-8
Cc1ccc([N+](=O)[O-])cc1N=C(c1ccc([N+](=O)[O-])cc1)N1CCOCC1
  -1	-2	-4	-12	-7	12	-5	-8	3	-6
O=Cc1ccccc1-c1cn(CCCOCc2ccccc2)nn1
  -1	1	2	4	1	-19	-5	5	-9	0

# Compound activity as filed in PubChem.

# These rows are one share of the data; the hit share may differ from the screen's.
